# OXTR agonist: human OXTR agonism. CHO-OTR cells, Fluo-8 calcium fluorescence; normalized: DMSO 0%, oxytocin 100%. activation, % at 3 µM. hit rate 0.32% among 320,000. AID 2435;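 active = activation above the mean of all tested compounds plus 3 SD, cutoff set per screening run, cut at about 20% in these data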;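 note: peak over basal fluorescence ratio from a 100 s FLIPR kinetic read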
# MEKK2 mut-MEK5: signal of MEK5 binding to mutant human MEKK2 PB1 domain. percent response, % at 10 µM. bead flow cytometry, Alexa488-MEK5 binding to MEKK2 mutant. hit rate 0.35% among 290,000; in the data active = percent response above about 24%, passing the limit was not always enough; note: inactives centre near 1; some results filed as inactive read as strong as hits; reference of the scale not given here
# NALP1 inh: blocks the NALP1 inflammasome reconstituted in yeast | S. cerevisiae NALP1/ASC/caspase-1 growth, X-gal OD620, 72 h | inhibition, % at 10 µM | AID 2071 | hit rate 0.61% among 280,000; in the data active = inhibition mostly above about 24%, no sharp cut-off; inactive = mostly below about 32%; note: some compounds called inactive have numbers as strong as hits
# GPR7 antagonist: human neuropeptides B/W receptor 1 antagonism; P48145; GPR7-expressing cells, fluorescence antagonist assay; inhibition, % at 4.4 µM; hit rate 1.1% among 290,000; in the data active = inhibition above about 16%, passing the limit was not always enough;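 note: cells stimulated with the agonist NPW; 0% = agonist with vehicle and 100% = vehicle without agonist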
# Target sequence (P48145 whole entry, looked up): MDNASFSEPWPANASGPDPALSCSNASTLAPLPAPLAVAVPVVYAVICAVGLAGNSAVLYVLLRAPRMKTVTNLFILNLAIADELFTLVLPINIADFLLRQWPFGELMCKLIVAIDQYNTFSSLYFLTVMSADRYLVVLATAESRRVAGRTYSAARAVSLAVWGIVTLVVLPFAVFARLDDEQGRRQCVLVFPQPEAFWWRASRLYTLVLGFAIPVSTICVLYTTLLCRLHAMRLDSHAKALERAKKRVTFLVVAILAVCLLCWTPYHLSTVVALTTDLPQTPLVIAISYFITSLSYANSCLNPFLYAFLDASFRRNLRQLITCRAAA
# V1R ag counter: counter-screen for oxytocin receptor agonists: human V1a receptor agonists. hit rate 0.25% among 320,000. activation, % at 3 µM. CHO-V1R cells, Fluo-8 calcium fluorescence, agonist mode; 0% DMSO, 100% 3 nM vasopressin;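 active = activation above the mean activation of all tested compounds plus 3 SD, per screening run, cut at about 20% in these data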;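 note: signal is peak over basal fluorescence ratio across a 100 second FLIPR read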
# Target sequence (P37288 whole entry, looked up): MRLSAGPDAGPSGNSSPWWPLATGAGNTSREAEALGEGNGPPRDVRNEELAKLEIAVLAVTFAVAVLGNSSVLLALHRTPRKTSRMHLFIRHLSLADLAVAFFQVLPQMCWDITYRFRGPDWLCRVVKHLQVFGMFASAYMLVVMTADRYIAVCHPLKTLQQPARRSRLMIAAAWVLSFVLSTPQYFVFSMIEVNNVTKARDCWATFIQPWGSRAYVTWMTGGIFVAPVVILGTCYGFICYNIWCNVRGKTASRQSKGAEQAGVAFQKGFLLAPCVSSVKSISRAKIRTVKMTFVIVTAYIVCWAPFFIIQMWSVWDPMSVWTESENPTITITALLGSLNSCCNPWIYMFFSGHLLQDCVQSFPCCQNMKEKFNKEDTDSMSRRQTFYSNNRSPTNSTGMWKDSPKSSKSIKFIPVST
# MEKK2wt PB1 HTS: raises or lowers MEK5 binding to wildtype human MEKK2 PB1 domain. Q9Y2U5. bead flow cytometry, Alexa488-MEK5 binding to MEKK2 WT; actives lie on both sides. binding response (% of control), % at 10 µM. hit rate 1.1% among 290,000; in the data active = binding response below about 67% or above about 130%
# PHOSPHO1 inh: inhibitors of human PHOSPHO1 phosphatase. Q8TCT1. inhibition, % at 13.3 µM. recombinant PHOSPHO1, absorbance phosphatase assay. hit rate 1.1% among 290,000; in the data active = inhibition above about 60%
# GalR3 antag: antagonists of human GalR3 | hit rate 0.44% among 360,000 | O60755 | inhibition, % at 3 µM | HEK293 GalR3-CNG cAMP membrane potential fluorescence; galR3 body fused to GalR1 C-terminus;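 active = inhibition above the screen-wide average plus 3 SD, cut at about 13% in these data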;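 note: forskolin and galanin both at EC90 stimulate the cells; cAMP rise reported by CNG channel membrane potential dye signal; 0% = forskolin plus galanin with DMSO and 100% = forskolin alone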
# Target sequence (O60755 1-299 limits assumed): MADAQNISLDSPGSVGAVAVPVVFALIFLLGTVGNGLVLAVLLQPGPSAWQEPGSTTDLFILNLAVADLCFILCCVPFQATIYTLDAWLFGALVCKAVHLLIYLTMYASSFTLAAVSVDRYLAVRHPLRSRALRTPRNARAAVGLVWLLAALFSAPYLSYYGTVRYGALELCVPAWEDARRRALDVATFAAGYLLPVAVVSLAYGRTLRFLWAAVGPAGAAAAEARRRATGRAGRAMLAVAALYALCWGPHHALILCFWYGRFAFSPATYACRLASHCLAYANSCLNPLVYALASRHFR
# MEKK3 PB1 HTS: MEKK3-MEK5 PB1 interaction, increase or decrease; bead-based flow cytometry, Alexa488-MEK5 binding to MEKK3; actives lie on both sides; 0 = blocked by unlabeled MEK5, 100 = vehicle; binding response (% of control), % at 10 µM; hit rate 1.4% among 290,000; Q99759; AID 1529;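 active = binding response more than 3 SD above or below the average of its plate-row segment, actives on both sides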;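 note: Alexa488 bead fluorescence after subtracting the streptavidin-only scavenger bead signal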
# * marks the source's active call; other numbers are inactive results; x = no result given. Not a hit list. About 5.4% of those tested had a hit in this group.
SMILES,OXTR agonist,MEKK2 mut-MEK5,NALP1 inh,GPR7 antagonist,V1R ag counter,MEKK2wt PB1 HTS,PHOSPHO1 inh,GalR3 antag,MEKK3 PB1 HTS
COc1cc2c(cc1NS(=O)(=O)N1CCCCC1)oc1ccccc12,0.0,3,4,3,0.6,105,3,-5,102
COCCn1c(SC)nnc1-c1c[nH]c2ccccc12,0.4,-3,-13,5,0.3,101,5,x,96
Cc1noc(C)c1S(=O)(=O)N(CC(=O)N1CCn2c1nc1ccccc12)c1ccc(C(C)C)cc1,1.4,2,-14,-14,-0.6,102,6,2,103
O=C(Cc1ccc(F)cc1)N/N=C/c1ccccn1,0.0,5,20,-8,1.1,106,8,-7,106
COc1cc(C)c(NC(=S)Nc2cccc(Cl)c2C)cc1OC,0.1,13,16,1,0.0,106,-6,-4,103
C/C(CC(=O)Nc1ccc(Cl)cc1Cl)=N\NC(=O)c1ccncc1,-1.3,-1,x,4,-1.5,96,17,1,98
CCC(Oc1ccc2c(=O)c(-c3ccccc3OC)coc2c1)C(=O)OCc1ccccc1 (configuration not stated),2.4,-1,20,-5,0.7,94,-9,-2,112
CC(C)[C@H](NC(=O)C1CCN(S(=O)(=O)c2ccc(F)cc2)CC1)C(=O)NCc1ccncc1,1.4,2,-1,-3,-0.1,103,42,-5,99
Cc1cccc(NC(=O)c2cc[n+]([O-])cc2)c1C,-0.4,-5,21,12,-0.2,96,35,-7,100
CC(=O)N1CCOc2ccc(S(=O)(=O)NCC3CCC(C(=O)Nc4ccc(C)cn4)CC3)cc21 (configuration not stated),4.5,1,10,-5,6.9,107,44,-10,107
CC(=O)c1ccc(NS(=O)(=O)c2ccc(N/C=C/C(=O)c3ccc(F)cc3)cc2)cc1,1.1,-16,x,3,0.0,94,25,-3,96
O=c1[nH]cnc2c1ncn2Cc1ccc([N+](=O)[O-])cc1,0.8,2,24,-5,0.4,95,3,-7,96

# Single entries from the list.
# Value of CCC(Oc1ccc2c(=O)c(-c3ccccc3OC)coc2c1)C(=O)OCc1ccccc1 (configuration not stated) in OXTR agonist: 2.4
# Value of COc1cc(C)c(NC(=S)Nc2cccc(Cl)c2C)cc1OC in PHOSPHO1 inh: -6
# Value of CC(=O)c1ccc(NS(=O)(=O)c2ccc(N/C=C/C(=O)c3ccc(F)cc3)cc2)cc1 in PHOSPHO1 inh: 25

# Carrying on:
SMILES,OXTR agonist,MEKK2 mut-MEK5,NALP1 inh,GPR7 antagonist,V1R ag counter,MEKK2wt PB1 HTS,PHOSPHO1 inh,GalR3 antag,MEKK3 PB1 HTS
CN1CCN(C(=O)c2cc3sc4ccccc4c3s2)CC1,1.9,-28,16,0,2.4,85,8,-2,73
COC(=O)CN1C2(C#N)CCCCC2CC2CCCCC21C#N (configuration not stated),0.7,-1,27,-7,-0.5,93,20,-4,96
COc1ccc(-c2nc(CS(=O)CC(=O)NCCN3CCCCC3C)c(C)o2)cc1OC (configuration not stated),0.5,4,-7,4,-0.5,105,21,-7,101
Cc1c(-n2c(=O)n(Cc3ccccc3)c(=O)c3[nH]cnc32)cccc1S(C)=O (configuration not stated),1.1,1,5,-7,0.5,99,47,-9,97
O=C(C1=C[C@H](c2coc3ccccc3c2=O)C[C@H](OCCCCO)O1)N1CCN(Cc2ccc3c(c2)OCO3)CC1,-0.2,6,-5,-6,-0.6,101,36,-8,102
COc1ccc(CNC(=O)CSc2nc(SC)ns2)cc1,-1.4,8,6,-3,-0.5,105,x,-9,104
Cc1cc(N2CC(C(=O)NCc3cccs3)CC2=O)ccc1C(C)C (configuration not stated),0.8,5,13,-6,1.1,107,3,-2,106
CC(C)CNC(=O)c1cccc(NC(=O)c2ccc(Cl)c([N+](=O)[O-])c2)c1,9.7,-2,6,-2,8.3,96,-16,-4,95
CCN(C(=O)CSc1nc2ccccc2n1CC)C1CCS(=O)(=O)C1 (configuration not stated),0.6,-4,-20,-5,-0.4,99,46,2,99
CCOC(=O)CC1=NS(=O)(=O)c2ccccc2N1,0.3,3,10,-5,1.3,108,-50,-4,115
C=CCNC(=S)N1CCN(CCN=CC2=C(O)CC(c3cccs3)CC2=O)CC1 (configuration not stated),0.6,0,28,-9,-0.4,97,20,-3,100
COc1ccc(NS(=O)(=O)CC(C)C)c(OC)c1,-0.5,3,33,-8,0.8,98,0,2,98
CCOC(=O)CC(=O)c1[nH]c(C)c(C(=O)OCC)c1C,-0.2,-4,17,2,-0.1,97,58,-4,105
Cc1cc(C)n2nc(N)c(N=Nc3ccc4c(c3)OCO4)c2n1,-2.1,3,4,-7,-1.7,98,0,2,100
COc1ccc(N2CC(C(=O)NCc3ccco3)CC2=O)cc1 (configuration not stated),-0.3,-15,-4,-1,0.8,79,-13,-4,88
CSc1oc(-c2ccco2)nc1S(=O)(=O)c1ccc(Br)cc1,-1.6,6,x,-5,-1.5,109,1,x,101
Cn1nc(C(=O)Nc2nc3ccccc3[nH]2)c2ccccc2c1=O,-2.1,8,15,0,0.1,95,-8,-9,103
CCN(CC)S(=O)(=O)c1cc(NC(=O)CCNC(=O)c2ccco2)ccc1C,3.3,0,24,-13,3.2,104,-14,-6,103
COc1ccc(C2=NN(C(=O)c3ccccc3)C(c3ccccc3)C2)c(O)c1 (configuration not stated),-0.7,-4,5,-36,1.0,95,6,-10,99
CSc1ccc(/C=C(/NC(=O)c2ccco2)C(=O)NCc2ccco2)cc1,x,-2,19,4,x,99,23,-3,102
CN(/C(=N/S(=O)(=O)c1cccs1)c1ccccc1)c1ccccc1,-2.3,17,29,-7,0.2,122,1,-11,109
CC(=O)N1c2ccc(S(=O)(=O)N3CCCC(C(=O)N4CCC(C)CC4)C3)cc2CC1C (configuration not stated),2.8,3,12,-1,2.8,100,5,3,101
COc1ccc(-c2nc(CN3CCC(C(=O)N4CCOCC4)CC3)c(C)o2)cc1OC,-0.5,3,9,-2,-0.7,99,54,-5,100
O=C(O)c1ccccc1C(=O)N(Cc1ccccc1)Cc1ccccc1,1.0,3,-19,-1,1.3,100,-14,1,100
CC(=O)N/C(=C\c1ccccc1)C(=O)OCc1ccc(C)cc1,-0.6,-2,-3,2,-0.2,98,22,-2,100
CCOC(=O)c1[nH]c(C)c(C(=O)/C=C/c2ccc(C(=O)O)cc2)c1C,-0.1,7,-2,4,-0.3,105,32,-8,105
COc1cccc(N2CCN(c3ncnc4c3cnn4-c3ccc(C)cc3C)CC2)c1,0.9,9,-14,-11,5.2,110,6,67*,116
Cc1ccc(S(=O)(=O)NCCc2nc3ccccc3[nH]2)cc1,0.6,-2,12,-5,0.3,93,22,-9,98
Cc1nc(SCC(=O)Nc2cc(C)on2)c2c(=O)n(C)c(=O)n(C)c2n1,1.2,10,x,-7,0.0,116,19,x,110
CCNC(=O)c1cc(Cl)ccc1OC,-0.8,-1,23,-4,0.1,99,-16,-6,97
O=C1c2cc(N3CCCC3)c([N+](=O)[O-])cc2C(=O)N1c1ccccc1,3.5,-1,30,-2,0.7,100,-7,-2,100
Cc1ccc(NC(=O)CCC(=O)NNC(=S)Nc2ccc(F)cc2F)cc1C,-1.3,-1,9,19,1.0,106,-135,-1,101
CCOc1ccc(CCNC(=O)C2CCN(C(=O)N(C)C)CC2)cc1OCC,-1.5,13,24,-11,0.6,118,36,-5,96
Cc1cccc(C)c1NC(=O)C(=O)NCc1ccccn1,1.7,-2,1,-15,0.3,95,-17,-5,101
O=C(NCC1CCCN(Cc2cccc(F)c2)C1)c1cccc2ccccc12 (configuration not stated),0.5,10,16,1,0.5,108,20,-5,106
CN(C#N)c1nc(Cl)nc(Nc2cccc(Cl)c2)n1,-2.1,4,51,-3,-0.9,112,3,-4,144*
COc1ccc(CNS(=O)(=O)c2ccc(-n3cnnn3)c(C)c2)cc1,3.7,0,-8,-5,5.6,103,55,-9,104
O=C(CCC(=O)NC1CC1)Nc1nnc(C2CCCCC2)s1,1.1,5,12,5,0.5,104,19,-6,105
COc1ccc(N2CCN(C(=O)CCc3ccc(S(=O)(=O)NCC(C)C)cc3)CC2)cc1,8.2,5,-8,2,4.9,105,-10,-4,100
N#C/C(=C\c1ccc[nH]1)C(=O)Nc1ccccc1[N+](=O)[O-],0.0,4,17,-12,0.8,94,-34,-4,96
Oc1c(CN2CCN(c3ccc(F)cc3)CC2)cc(Cl)c2cccnc12,-1.0,8,5,4,-0.6,109,-11,-5,109
O=C(NCc1ccc2c(c1)OCO2)c1cc(S(=O)(=O)N2CCCCC2)ccc1F,2.6,0,10,1,3.4,101,7,-7,100
Cc1ccc(NC(=O)C2CC2c2ccccc2)cc1 (configuration not stated),-2.6,2,9,-10,-0.6,94,40,-8,96
COc1nc(OC)nc(N2CCC(C(=O)NCc3cccs3)CC2)n1,-0.6,-1,15,-3,-1.1,103,-1,-3,101
c1ccc(-c2onc(-c3ccco3)c2-c2ccc3[nH]ccc3c2)cc1,-0.6,-3,1,-4,-0.3,101,-30,-6,98
CCN(C(=O)COC(=O)/C=C/c1ccccc1)C1CCCCC1,-1.8,-2,-11,-5,-0.8,95,17,-2,95
CCN1CCCc2cc(CN(CCN3CCOCC3)C(=O)Nc3ccc(C)c(C)c3)ccc21,-1.9,8,4,-3,-0.7,115,20,-4,111
O=C(CC1OC(=O)c2ccccc21)Nc1cccc(S(=O)(=O)N2CCCCCC2)c1 (configuration not stated),2.2,2,-63,-6,4.1,97,24,-2,94

# An excerpt of these results, with tabs:
structure	OXTR agonist	MEKK2 mut-MEK5	NALP1 inh	GPR7 antagonist	V1R ag counter	MEKK2wt PB1 HTS	PHOSPHO1 inh	GalR3 antag	MEKK3 PB1 HTS
Cc1ccc(NC(=O)C2CC2c2ccccc2)cc1 (configuration not stated)	-2.6	2	9	-10	-0.6	94	40	-8	96
CCN1CCCc2cc(CN(CCN3CCOCC3)C(=O)Nc3ccc(C)c(C)c3)ccc21	-1.9	8	4	-3	-0.7	115	20	-4	111

# More compounds follow.
SMILES,OXTR agonist,MEKK2 mut-MEK5,NALP1 inh,GPR7 antagonist,V1R ag counter,MEKK2wt PB1 HTS,PHOSPHO1 inh,GalR3 antag,MEKK3 PB1 HTS
Cc1[nH]n(-c2cccc(Cl)c2)c(=O)c1C=NC12CN3CN(CN(C3)C1)C2,0.3,9,9,-10,0.5,109,16,-4,109
N=c1sccn1CC(=O)Nc1ccc(S(N)(=O)=O)cc1,0.5,-17,-3,-14,2.3,94,38,-9,85
Cn1cc(C(=O)NCCN2CCN(c3cccc(Cl)c3)CC2)c2c3ccccc3n(C)c2c1=O,1.0,x,6,-22,0.9,x,-27,-6,x
Cc1nnc(Nc2ccc(Cl)cc2)n(N)c1=O,-0.3,2,15,-7,-0.2,104,2,2,99
O=C(CN(Cc1ccccc1)C1=NCCS1)c1ccc(Cl)cc1,-1.4,-1,40,-2,0.5,99,1,-6,91
COc1ccc(CNC(=O)COC(=O)c2ccc(Br)cc2)cc1,-2.7,3,6,-9,-0.2,107,15,-4,112
COc1ccc(C2CC3CC(c4ccccc4)N2O3)cc1 (configuration not stated),-1.3,2,15,-9,-1.6,100,5,-2,99
O=C(Nc1ccc(Cl)cn1)c1cccc(S(=O)(=O)N2CCCC2)c1,3.1,2,-6,-1,3.6,101,18,-6,101
O=C(Nc1ccc(O)c(C(=O)O)c1)c1cccc(NC(=O)c2ccco2)c1,-0.8,5,1,-6,0.3,106,-7,-4,102
CCCCOC(=O)C[N+](C)(C)CCOC1CC2CCC1(C)C2(C)C (configuration not stated),0.2,1,5,-2,-0.2,110,7,4,119
COC(=O)C1CCN(c2cc(=O)n(-c3ccccc3Cl)c(=O)[nH]2)CC1,0.8,4,-4,7,0.9,106,31,-4,103
S=C1NCCC12C(=S)Nc1ccccc12 (configuration not stated),0.2,2,x,x,0.9,98,x,-6,101
OC(CNC1CCCc2ccccc21)COc1ccc2ccccc2c1 (configuration not stated),11,2,32,6,6.9,115,-11,-5,103
CN(C(=O)C1CCN(S(=O)(=O)c2cccs2)CC1)c1ccccc1,-0.3,-4,1,-8,1.9,96,-37,0,105
